Compound activity (PubChem)
ELG1 genotoxic: genotoxicity induction in ELG1-luciferase HEK293T cells | 330,000 compounds, 1.3% hits | Potency, µM (top dose mostly 46 µM), for the others: top-dose activity change, positive = activation, usual class: activators | AID 504466 | HEK293T ELG1-luciferase reporter, luminescence, 16 h; further: % of control where 0% means no effect; nearly all actives have a fitted effect of over 60% in size
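Reporter readout depends on ELG1 protein level, which increases with genetic stress. After 16 hr compound exposure at 37 °C, luciferase activity was quantified using ONE-Glo.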
Gal4-VP16 FLuc: Gal4-VP16 reporter inhibition counter-screen; Potency, µM (titrated, usually from 53.6 µM), for the others: top-dose activity, negative = inhibition, usual class: inhibitors; AID 2546; 310,000 compounds, 3.5% hits; Drosophila S2 Gal4-VP16 UAS-luciferase, luminescence, 20 h;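 further: Gal4-VP16 expression switched on by copper sulfate through the metallothionein promoter; on the % scale 0 is the no-effect control and ±100 the full control effect; nearly all actives have a fitted effect of over 50% in size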
FLuc counter: inhibits or activates purified firefly luciferase, miR-21 counter-screen; purified FLuc, Km substrates, luminescence inhibition; AID 588342; P08659; 360,000 compounds, 6.9% hits; Potency, µM (top dose mostly 57.5 µM), inactives show top-dose activity change, negative = inhibition, hits mostly inhibitors;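 further: plate controls were vehicle for no effect and reference inhibitor for full effect; nearly all actives have a fitted effect of over 55% in size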
Target sequence (P08659 whole entry, looked up): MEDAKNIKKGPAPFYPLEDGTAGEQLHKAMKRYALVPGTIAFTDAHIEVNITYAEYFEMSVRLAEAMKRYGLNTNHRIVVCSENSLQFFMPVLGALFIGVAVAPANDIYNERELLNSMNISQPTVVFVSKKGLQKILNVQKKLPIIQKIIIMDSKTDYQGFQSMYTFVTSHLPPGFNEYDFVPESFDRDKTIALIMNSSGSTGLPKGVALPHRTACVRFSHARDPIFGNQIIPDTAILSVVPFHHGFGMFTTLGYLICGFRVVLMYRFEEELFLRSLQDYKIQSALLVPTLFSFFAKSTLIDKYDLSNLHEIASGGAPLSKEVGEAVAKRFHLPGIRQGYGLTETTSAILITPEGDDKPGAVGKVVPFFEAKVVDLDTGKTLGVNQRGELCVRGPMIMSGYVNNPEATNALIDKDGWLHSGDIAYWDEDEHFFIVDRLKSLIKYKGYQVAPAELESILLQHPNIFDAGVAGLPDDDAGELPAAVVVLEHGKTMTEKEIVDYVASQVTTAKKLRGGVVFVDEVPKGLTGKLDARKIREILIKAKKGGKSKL
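Purified P. pyralis luciferase (10nM final) with 10uM D-luciferin and 10uM ATP (Km levels) in 50mM Tris acetate pH 7.5, 10mM Mg acetate, 0.01% Tween-20, 0.05% BSA; qHTS 6-point titration, ~60 µM downward; luminescence read.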
Rab9 prom act: activators of Rab9 promoter; Huh7 Rab9 promoter-luciferase reporter, luminescence, 24 h; Potency, µM (series often up to 9.22 µM), for the others: top-dose activation, negative = inhibition, hits mostly activators; 320,000 compounds, 2.8% hits; AID 485297; further: % of control where 0% means no effect; nearly all actives have a fitted effect of over 60% in size
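Luminescence read-out: Huh7 cells stably expressing Rab9-luciferase, treated 24 h with compound at 37 °C, then lysed with luciferase reagent for 10 min at ambient before reading.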
MBNL1 CUG block: inhibitors of human MBNL1 binding to CUG repeat RNA | Q9NR56 | TR-FRET MBNL1-His/biotin-(CUG)12 binding, 665/545 ratio | Potency, µM (series often up to 57.5 µM), without a hit: at the highest dose activity change, negative = inhibition, hits mostly inhibitors | 280,000 compounds, 0.036% hits; active means well fitted inhibition curve with a large enough effect in the signal ratio, with a control signal flat, not every such curve was filed as active; inconclusive means small, poorly fitted or top-dose-only effect, or effect the other way, or a change in a side signal; inactive means no such curve, though single readings can be large or run the other way; the % refers to the signal ratio; further: on the % scale 0 is the no-effect control and ±100 the full control effect
Target sequence (Q9NR56 whole entry, looked up): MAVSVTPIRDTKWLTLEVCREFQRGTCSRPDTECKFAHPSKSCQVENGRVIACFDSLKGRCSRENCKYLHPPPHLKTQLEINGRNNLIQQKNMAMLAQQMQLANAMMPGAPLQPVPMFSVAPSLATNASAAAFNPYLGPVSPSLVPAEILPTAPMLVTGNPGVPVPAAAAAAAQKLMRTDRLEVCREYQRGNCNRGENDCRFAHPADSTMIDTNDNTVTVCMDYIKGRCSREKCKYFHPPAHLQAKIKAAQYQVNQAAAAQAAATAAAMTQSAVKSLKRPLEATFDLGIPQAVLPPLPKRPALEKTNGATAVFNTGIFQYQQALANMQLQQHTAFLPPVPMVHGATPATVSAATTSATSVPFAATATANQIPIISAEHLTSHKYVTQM
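TR-FRET readout: Ex 340 nm, 665/545 nm emission ratio, normalized to buffer-only (basal) and MBNL1-(CUG)12 controls. Complex of MBNL1-His with Biotin-(CUG)12, compounds 92 nM–58 uM, incubated 60 min at room temperature.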
RORgamma inh: ROR gamma (mouse) transcription inhibition. P51450. Drosophila S2 Gal4-RORgamma UAS-luciferase reporter, 20 h. Potency, µM (highest dose often 53.6 µM), without a hit: top-dose activity change, negative = inhibition, usual class: inhibitors. 310,000 compounds, 5.4% hits; further: on the % scale 0 is the no-effect control and ±100 the full control effect; nearly all actives have a fitted effect of over 60% in size
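A Gal4/UAS one-hybrid system in insect cells: metallothionein-promoter Gal4–ROR gamma fusion plus Photinus luciferase reporter. Copper sulfate 700 uM final, 20 hr ambient incubation, luminescent detection after 10 min with reagent.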
BRCA1 expr act: increases BRCA1 expression; AID 624202; 380,000 compounds, 1.1% hits; MCF7-BRCA1-FFLuc reporter, luminescence, 48 h; response scale: scaled: vehicle 0%, 10 µM genistein 100%; Potency, µM (highest dose often 46.1 µM), without a hit: at the highest dose activation, usual class: activators; further: nearly all actives have a fitted effect of over 80% in size; some results filed as inactive show a strong effect at the top dose
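Activators of BRCA1 expression were detected as increased firefly luciferase luminescence in engineered MCF7 cells after 48 h compound incubation. Signals were scaled to genistein 10 microM as full activation.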
NPC1 promoter act: NPC1 promoter activation; Huh7 NPC1 promoter luciferase reporter, 24 h; Potency, µM (series often up to 9.22 µM), for inactives: top-dose activation, most hits filed as activators; 320,000 compounds, 2.4% hits;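 further: % of control where 0% means no effect; nearly all actives have a fitted effect of over 60% in size; reporter is driven by a mutant NPC1 promoter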
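Huh7 cells stably carrying NPC1 promoter–luciferase, plated in Opti-MEM with 10% FBS for 2 h, were exposed to compound in DMSO for 24 h at 37 °C; luciferase reagent was added for 10 min and luminescence read.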
p53 reactivation: re-activators of mutant p53; AID 504706; H1299 p53-A138V BP100-luciferase reporter, luminescence, 24 h; Potency, µM (top dose mostly 92.2 µM), for the others: top-dose activity change, positive = activation, hits mostly activators; 320,000 compounds, 0.063% hits; further: % of control where 0% means no effect; nearly all actives have a fitted effect of over 45% in size
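p53-null H1299 cells stably carrying temperature-sensitive p53-A138V and a BP100-luciferase reporter were pinned with compounds (4-point, 1:5 series) and held 24 hrs at 37 deg C. Luminescence was read 10 min after detection reagent.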
uPA surface inh: inhibitors of cell surface uPA generation | cell surface uPA generation assay, qHTS | Potency, µM (highest dose often 38.3 µM), for inactives: at the top dose activity change, negative = inhibition, actives largely listed as inhibitors | 330,000 compounds, 0.31% hits; active means well fitted inhibition curve with a large enough effect; inconclusive means small, poorly fitted or top-dose-only effect; inactive means no such curve, though single readings can be large or run the other way; tested in mouse RAW 264.7 cells; further: on the % scale 0 is the no-effect control and ±100 the full control effect; nearly all actives have a fitted effect of over 55% in size
The depositor's hits bear a star; ? = inconclusive; nt = no result given; & = joins results of further samples; [ ] = remark or other dose. Unless noted, the call rests on the fitted dose curve; in most records, active means well fitted curve in the direction sought with a large enough effect; inconclusive means small, poorly fitted or top-dose-only effect, or another doubt; inactive means no such curve, though single readings can be large; an effect the other way counts as inactive or inconclusive. Potency means the concentration at half of the fitted maximal effect.

SMILES | ELG1 genotoxic | Gal4-VP16 FLuc | FLuc counter | Rab9 prom act | MBNL1 CUG block | RORgamma inh | BRCA1 expr act | NPC1 promoter act | p53 reactivation | uPA surface inh
O=C(CSc1ccccc1)Nc1ccc(C(=O)Nc2cccc(O)c2)cc1 | 6.3% | -7.6% | -19.6% | 10.4% | 9.6% | 3.3% | 6.6% | 0.0% | 6.7% | 22.7%
O=S(=O)(NCCCCCNS(=O)(=O)c1ccc(F)cc1)c1ccc(F)cc1 | -1.9% | 0.2% | 8.7% | 0.8% | -0.9% | 28.3% | -37.3% | 1.0% | 0.9% | 4.9%
Oc1ccc(Cl)cc1-c1cc(-c2cccc(Br)c2)n[nH]1 | 0.5% | 0.891µM* | -6.3% | -2.4% | -7.3% | ? | -57.5% | -1.6% | 14.5% | -0.9%
O=C(NCc1cc(C(F)(F)F)cc(C(F)(F)F)c1)C1CC(c2ccccc2C(F)(F)F)=NO1 (stereo not given) | -1.6% | nt | 0.1% | -1.9% | nt | nt | -44.1% | -1.6% | -11.2% | 15.3%
CCOC(=O)CSc1nnc(CNC(=O)c2ccco2)n1C | -1.6% | 3.3% | 1.3% | -1.7% | -1.1% | -19.0% | -1.4% | 2.3% | 7.2% | 9.6%
CCc1c(C)sc2nc3c(C(=O)N4CCOCC4)cc(C(=O)c4cc(F)ccc4O)cn3c(=O)c12 | -12.2% | -3.8% | -9.3% | -1.0% | 13.0% | 0.4% | -15.9% | -6.2% | -1.5% | -6.2%
Nc1nc(CN2CCN(c3ccccc3F)CC2)nc(Nc2ccccc2)n1 | -4.2% | 6.7% | 0.3% | -5.6% | 6.5% | ? | -1.2% | 7.8% | -1.4% | 1.2%
CO/N=C/CC(=O)c1ccc(OC)cc1 | 1.1% | -17.8%[10 µM] | -0.5% | -9.3%[1.84 µM] | -7.5% | 3.7% | 25.8% | -1.4% | -8.2% | -1.0%
CC(=O)Nc1ccc(S(=O)(=O)NCC(=O)OCC(=O)N2CC(C)OC(C)C2)cc1 (stereo not given) | 4.5% | nt | nt | nt | nt | nt | 0.2% | nt | 5.0% | 11.1%
C/C=C\C=C\C(=O)Nc1cccc(C2=NOC3(C2)C[C@H](C(N)=O)N(C(=O)c2ccccc2C(=O)c2ccccc2)C3)c1 (stereo not given in full) | -2.2% | -0.4% | 21.3µM* | -5.4% | ? | 7.4% | -20.0% | 2.8% | -6.2% | -2.1%
Cc1csc(NC(=O)CCCc2cccs2)n1 | 11.2% | -18.3%[10 µM] | ? | -2.3% | 4.0% | 7.7% | ? | 6.3% | 10.1% | 7.1%
CCOc1ccccc1/C=C/C(=O)NCC(=O)N1CCC(N(C)C2CCCCC2C)CC1 (stereo not given) | 0.3% | -3.1% | -0.3% | -4.1% | -2.1% | -12.7% | -6.3% | 8.0% | -0.6% | -9.4%
Cc1n[nH]c(C)c1N1C(=O)c2cccc3c(N4CCCCCC4)ccc(c23)C1=O | -1.7% | ? | -2.6% | -5.6% | ? | -1.8% | -17.9% | -4.7% | -15.5% | 3.4%
C=C(C)Cn1c(CCCNC(=O)CC)nc2ccccc21 | -8.4% | -4.0% | 10.2% | -1.9% | 2.2% | 32.3% | 0.0% | -4.5% | -1.8% | 2.6%
Oc1ccccc1-c1nc(NCc2cccnc2)c2ccccc2n1 | -3.4% | -1.8% | -14.6% | 0.9% | -3.2% | 31.2% | -55.6% | 0.4% | -2.9% | -6.2%

The list goes on, starting with the last two of the part before.
SMILES | ELG1 genotoxic | Gal4-VP16 FLuc | FLuc counter | Rab9 prom act | MBNL1 CUG block | RORgamma inh | BRCA1 expr act | NPC1 promoter act | p53 reactivation | uPA surface inh
C=C(C)Cn1c(CCCNC(=O)CC)nc2ccccc21 | -8.4% | -4.0% | 10.2% | -1.9% | 2.2% | 32.3% | 0.0% | -4.5% | -1.8% | 2.6%
Oc1ccccc1-c1nc(NCc2cccnc2)c2ccccc2n1 | -3.4% | -1.8% | -14.6% | 0.9% | -3.2% | 31.2% | -55.6% | 0.4% | -2.9% | -6.2%
O=C(c1ccco1)N1CCN(C(=O)C2CCN(S(=O)(=O)c3cnc[nH]3)CC2)CC1 | -0.3% | 6.2% | 2.3% | -4.4% | 8.8% | -12.8% | 23.2% | 3.1% | -6.2% | -11.9%
C=CCN1C(=O)C(C(C)CC)NC1=S (stereo not given) | 0.5% | -9.7% | 5.9% | 0.6% | -3.0% | 11.8% | 8.6% | 0.4% | 3.6% | nt
CC(=O)Nc1ccc(OCC(O)Cn2cccn2)cc1 (stereo not given) | 2.6% | 14.6% | 1.0% | 8.8% | -4.8% | -23.3% | 7.0% | 11.0% | 12.7% | 0.5%
CCOC(=O)c1ccccc1NC(=O)CSc1nc2ccccc2c(=O)[nH]1 | 14.5% | -8.1% | ? | 1.3% | -2.5% | ? | -14.4% | 0.6% | 0.9% | 2.3%
COCC(C)OC(=O)c1c(N)n(CCCN2CCOCC2)c2nc3ccccc3nc12 (stereo not given) | -5.3% | -2.6% | -3.6% | -5.0% | ? | 0.3% | -0.8% | -0.3% | -1.0% | 4.4%
CCCn1nnnc1SCC(=O)Nc1nnc(CC)s1 | 0.5% | 1.9% | 5.2% | -6.5% | 2.1% | 8.4% | -9.8% | -4.8% | 14.9% | 0.4%
Cc1c(-c2cc(C(=O)O)on2)cnn1C | -0.1% | -9.5% | 3.6% | -6.4% | 0.6% | -18.7% | 11.0% | -5.1% | -0.8% | 2.7%
O=C(c1ccc2ncsc2c1)N1CCCCC1 | -3.4% | -14.2% | -1.0% | -0.1% | -18.8% | -14.8% | 3.4% | -1.0% | -18.5% | -1.1%
CCN1CCN(CC(=O)c2ccc(C)cc2)CC1 | 4.0% | 0.5% | 1.1% | 2.8% | 7.3% | -12.2% | 10.7% | -4.3% | 1.1% | -2.2%
CCCCNC(=O)CSc1nc2ccc(C)cc2[nH]1 | -1.0% | -13.4% | 3.3% | -5.7% | 3.5% | 25.5% | 22.5% | -8.2% | -2.9% | 2.1%
COc1ccc(Cl)cc1NC(=O)C1CCCN(c2ncnc3c2nc2n3CCCCC2)C1 (stereo not given) | -9.8% | 5.1% | -0.6% | 5.5% | 1.9% | -12.7% | -15.9% | -0.8% | 5.1% | 2.7%
Cc1ccc(Cl)cc1N1CCN(Cc2cc(=O)n3ccsc3n2)CC1 | -17.1% | -3.4% | -4.7% | 5.9% | 8.9% | 8.1% | -28.2% | -5.9% | -2.9% | 3.1%
CCOC(=O)Cc1nnc(NC(=O)C(CC)Sc2nnc3c4ccccc4n(C)c3n2)s1 (stereo not given) | 1.5% | -7.4% | -7.7% | -3.6% | 11.6% | 13.2% | -15.0% | 0.6% | 2.0% | -2.2%
O=C(O)COCC(=O)NC1CCN(Cc2ccccc2)CC1 | -7.3% | -0.6% | 1.7% | -3.7% | -9.9% | -37.2% | 3.6% | 6.6% | -0.6% | -4.5%
Cc1ccc(S(=O)(=O)Nc2nc(-c3ccccc3)cs2)cc1 | 4.5% | 3.4% | -1.4% | 2.8% | 6.6% | -38.7% | -15.9% | -1.3% | nt | 5.1%
Cc1occc1C(=O)NC1CCCN(Cc2ccc(Cl)cc2)C1 (stereo not given) | -2.8% | 2.3% | 0.5% | -4.4% | 2.7% | 12.2% | -3.5% | 1.1% | -2.8% | -14.0%
O=S(=O)(c1cccc(Cl)c1)N1CCSc2ccccc21 | -1.6% | nt | -3.8% | 1.3% | nt | nt | 0.7% | -0.5% | 20.5% | ?
N#Cc1c(/N=C/c2ccco2)sc2c1CCCCC2 | ? | -3.4% | 0.169µM* | 3.55µM* | 17.4% | ? | ? | 0.794µM* | ? | -1.3%
CCOC(=O)c1ccc(C(=O)NNC(=O)C2C3C=CC(C3)C2C(=O)O)cc1 (stereo not given) | -1.2% | 0.9% | -1.7% | -6.4% | 2.8% | 19.8% | 1.7% | 0.0% | 13.6% | -3.8%
COc1cc(C(c2c(C)[nH][nH]c2=O)c2c(C)[nH][nH]c2=O)ccc1OS(=O)(=O)c1ccc(C)cc1 | -0.3% | -1.2% | -10.6% | -4.5% | -1.7% | -25.1% | 4.4% | -2.7% | 5.8% | 2.6%
O=C(COc1ccccc1)N1CCc2ccccc21 | ? | -1.3% | 5.36µM* | 1.26µM* | nt | 17.6% | 99.7% | ? | ? | -4.2%
COCCn1nnnc1C(CC(C)C)N1CCN(C(=O)c2ccco2)CC1 (stereo not given) | 0.0% | 8.3% | 4.9% | 8.3% | -11.4% | -6.1% | 6.6% | -0.2% | -0.6% | 0.0%
O=C(COc1cc2oc(=O)c3c(c2cc1Cl)CCC3)NCCCN1CCOCC1 | 8.5% | -5.0% | 6.7% | 0.4% | -4.7% | -5.8% | 0.0% | -3.4% | 0.8% | -7.0%
CCOC(=O)c1nc(Nc2ccc(C(C)=O)cc2)c2ccccc2n1 | -8.6% | -5.5% | -18.8%&-3.0% | 0.5% | ? | 10.0% | 1.6% | 0.0% | -2.0% | -18.7%
COc1ccc(NC(=O)CN(C)C(=O)CCC2CCCC2)cc1 | -0.5% | -1.6% | 2.7% | -1.0% | 0.0% | -4.2% | -2.8% | -6.1% | -0.7% | 5.5%
CCOc1ccc(C(NC(=O)CC)c2c(O)ccc3ccccc23)cc1 (stereo not given) | 3.2% | -14.6% | -2.9% | -1.3% | -1.1% | 15.0% | -36.3% | -1.3% | -64.7%[inhibitor] | ?
